NTMT1 inh = blocks human N-terminal methyltransferase 1 activity; Q9BV86; Potency, µM (titrated, usually from 114 µM), for inactives: at the highest dose activity change, negative = inhibition, hits mostly inhibitors; 2.5% of 59,000 active; AID 1645870; NTMT1 MTase-Glo SAH luminescence, purified enzyme; active = well fitted inhibition curve with a large enough effect; inconclusive = small, poorly fitted or top-dose-only effect;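 note: plate controls were DMSO vehicle for no effect and no enzyme for full effect; nearly all actives have a fitted effect of over 65% in size; many of its hits are not listed in these tables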
Target sequence (Q9BV86 whole entry, looked up): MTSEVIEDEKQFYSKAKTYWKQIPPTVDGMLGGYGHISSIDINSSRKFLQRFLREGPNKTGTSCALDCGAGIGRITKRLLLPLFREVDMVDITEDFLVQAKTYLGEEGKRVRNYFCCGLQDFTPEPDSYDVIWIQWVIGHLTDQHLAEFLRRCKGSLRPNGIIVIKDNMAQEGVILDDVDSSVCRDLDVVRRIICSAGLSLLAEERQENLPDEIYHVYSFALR
* marks the source's active call; other numbers are inactive results; ? = inconclusive; & = joins results of further samples; [ ] = dose if it differs, or a comment. Potency is the fitted concentration of half-maximal effect.

> Oc1ccc(CNc2cc(Cl)ccn2)c2cccnc12
  NTMT1 inh: -5%

> COc1ccc(S(=O)(=O)N2CCN(S(=O)(=O)c3c(F)cccc3F)CC2)cc1
  NTMT1 inh: 12%&13%

> Cc1ccc(C2=NN(CC(=O)N(C)C(C)c3ccco3)C(=O)C2)cc1 (stereo unspecified)
  NTMT1 inh: -3%[57.5 µM]

> Cc1cc(N[S+](=O)([O-])c2ccc(NC(=O)Cc3ccc4c(c3)CCCC4)cc2)no1
  NTMT1 inh: 3%

> Cc1ccc(OCCn2c(CCNC(=O)c3cccnc3)nc3ccccc32)cc1
  NTMT1 inh: 2%[57.5 µM]

> CC(C)Cc1ccc(-c2ccc(=O)n(CC(=O)NCCc3ccccc3)n2)cc1
  NTMT1 inh: -1%

> O=C1c2ccccc2C(=O)N1Cc1ccccc1
  NTMT1 inh: 6%

> NC(=O)C1CCN(c2nc(-c3ccc4c(c3)CCO4)cs2)CC1
  NTMT1 inh: ?

> COc1cccc(-c2no[n+]([O-])c2C#N)c1
  NTMT1 inh: -1%

> Cc1cc(NS(=O)(=O)c2cc3c(cc2F)NC(=O)CC3)ccc1Cl
  NTMT1 inh: -8%&-25%

> CCOc1ccc(CCNC(=O)c2ccnn2Cc2cccc(C)c2)cc1OCC
  NTMT1 inh: 13%

> Cc1nc(-c2ccc(S(=O)(=O)Nc3ccc(C)c(C)c3)s2)cs1
  NTMT1 inh: 3%

> CC1(C)N=C(Nc2nc3ccccc3o2)NC2=C1C(=O)CCC2
  NTMT1 inh: -13%[57.5 µM]

> NC(=O)C[C@H](N)C(=O)Nc1ccc(Cl)cc1C(=O)c1ccc[nH]1
  NTMT1 inh: 6%

> Cc1ccc(S(=O)(=O)Nc2cnccc2C(=O)Nc2nc(C(=O)O)cs2)cc1
  NTMT1 inh: 24%

> CCCn1c(C)nc2c(NCC3CCCN3CC)nc(C)nc21 (stereo unspecified)
  NTMT1 inh: 0%

> Cc1ccc(NS(=O)(=O)c2cc3c(cc2Br)NC(=O)CO3)cc1C
  NTMT1 inh: -2%

> CCn1cnc2c(Nc3cc(F)cc(F)c3)nc(C(=O)COc3c(F)c(F)cc(F)c3F)nc21
  NTMT1 inh: 11%

> COc1cccc(CNc2ccc(S(=O)(=O)Nc3ccccn3)cc2)c1O
  NTMT1 inh: 19%

> O=C(O)c1cccc(-c2noc(-c3cccc(Cl)c3)n2)c1
  NTMT1 inh: ?

> CNC(=O)[C@@H](NC(=O)[C@H](CC(C)C)[C@H](O)C(=O)NO)C(C)(C)C
  NTMT1 inh: 12%

> Cc1ccc(-c2ccc(=O)n(CC(=O)NCCC3CC3)n2)cc1
  NTMT1 inh: 14%

> Cc1ccc(-c2cc(C(=O)Nc3ccc(S(=O)(=O)Nc4ccc(C#N)cc4)cc3)c3ccccc3n2)cc1C
  NTMT1 inh: 11%

> Cc1nc2ccccn2c1P(=O)(c1ccccc1)c1ccccc1
  NTMT1 inh: -3%[57.5 µM]

> NC(N)=NCCC[C@H](NC(=O)CNC(=O)c1ccccc1)C(=O)Nc1cc(C(F)(F)F)ccc1Cl
  NTMT1 inh: 4%

A draw from above in order of count of non-hydrogen atoms, lowest first.
> COc1cccc(-c2no[n+]([O-])c2C#N)c1
  NTMT1 inh: -1%

> O=C1c2ccccc2C(=O)N1Cc1ccccc1
  NTMT1 inh: 6%

> Oc1ccc(CNc2cc(Cl)ccn2)c2cccnc12
  NTMT1 inh: -5%

> O=C(O)c1cccc(-c2noc(-c3cccc(Cl)c3)n2)c1
  NTMT1 inh: ?

> CNC(=O)[C@@H](NC(=O)[C@H](CC(C)C)[C@H](O)C(=O)NO)C(C)(C)C
  NTMT1 inh: 12%

> Cc1ccc(NS(=O)(=O)c2cc3c(cc2Br)NC(=O)CO3)cc1C
  NTMT1 inh: -2%

> Cc1ccc(C2=NN(CC(=O)N(C)C(C)c3ccco3)C(=O)C2)cc1 (stereo unspecified)
  NTMT1 inh: -3%[57.5 µM]

> COc1cccc(CNc2ccc(S(=O)(=O)Nc3ccccn3)cc2)c1O
  NTMT1 inh: 19%

> COc1ccc(S(=O)(=O)N2CCN(S(=O)(=O)c3c(F)cccc3F)CC2)cc1
  NTMT1 inh: 12%&13%

> CC(C)Cc1ccc(-c2ccc(=O)n(CC(=O)NCCc3ccccc3)n2)cc1
  NTMT1 inh: -1%

> Cc1ccc(OCCn2c(CCNC(=O)c3cccnc3)nc3ccccc32)cc1
  NTMT1 inh: 2%[57.5 µM]

> CCn1cnc2c(Nc3cc(F)cc(F)c3)nc(C(=O)COc3c(F)c(F)cc(F)c3F)nc21
  NTMT1 inh: 11%

> NC(N)=NCCC[C@H](NC(=O)CNC(=O)c1ccccc1)C(=O)Nc1cc(C(F)(F)F)ccc1Cl
  NTMT1 inh: 4%

> Cc1ccc(-c2cc(C(=O)Nc3ccc(S(=O)(=O)Nc4ccc(C#N)cc4)cc3)c3ccccc3n2)cc1C
  NTMT1 inh: 11%

Going on with the list:
> CC(=O)NC(C)c1cc(Cl)c2ccccc2c1O (stereo unspecified)
  NTMT1 inh: -3%

> CC(C)(C)OC(=O)Cc1nnc(C(C(=O)OCc2ccccc2)c2ccccc2)s1 (stereo unspecified)
  NTMT1 inh: 0%[57.5 µM]

> O=C(Nc1ccc(S(=O)(=O)Nc2nccs2)cc1)c1ccc2ccccc2c1
  NTMT1 inh: ?

> O=C(Cn1nc(-c2ccc(OC(F)(F)F)cc2)ccc1=O)NCCc1ccccc1
  NTMT1 inh: 11%

> N[C@@H](Cc1ccc(OS(=O)(=O)c2cccnc2)cc1)C(=O)N1CCN(c2ccccc2)CC1
  NTMT1 inh: 14%

> O=C(CN(Cc1cccc2ccccc12)C1CC1)Nc1ccc(N2CCOCC2)cc1
  NTMT1 inh: 1%

> CC(=O)Nc1sc2c(c1-c1ccccc1)CCNC2
  NTMT1 inh: 21%

> O=C(OCC#CCSc1nnc(-c2cccc(F)c2)o1)c1ccc(F)cc1
  NTMT1 inh: -17%

> Cc1cc(NS(=O)(=O)c2ccc(NC(=O)C(C)(C)c3ccc(Cl)c(Cl)c3)cc2)no1
  NTMT1 inh: 5%

> COc1cc(S(C)(=O)=O)ccc1Nc1nc2ccc(-c3ccc(NC(=O)[C@H](C)c4ccc(F)cc4)cc3)cn2n1
  NTMT1 inh: 44%[activator][57.5 µM]

> Fc1cccc(CNc2ncnc3ccc(-c4cccc(Cl)c4)cc23)c1
  NTMT1 inh: -3%

> Cn1c2cc(C#N)sc2c2cnn(Cc3ccccc3F)c(=O)c21
  NTMT1 inh: 9%&0%

> NC(=O)C1CCN(c2nc(-c3ccc4c(c3)OCO4)cs2)CC1
  NTMT1 inh: -3%[57.5 µM]

> O=C(C[C@@H]1C/C=C\CCC(=O)O[C@H](c2ccccc2)CNC1=O)NCc1ccc(Cl)cc1
  NTMT1 inh: 17%

> Cc1cccc(NC(=O)c2cnn3c(C)cc(C)nc23)c1
  NTMT1 inh: -1%

> O=C(CNC(=O)c1ccc(Cl)c(C(F)(F)F)c1)OC(C(=O)Nc1cc(C(F)(F)F)ccc1Cl)c1ccccc1 (stereo unspecified)
  NTMT1 inh: 7%

> COc1ccc(C2c3c(n(CCc4ccccc4)cnc3=N)Oc3ccc4ccccc4c32)cc1OC (stereo unspecified)
  NTMT1 inh: -23%

> NS(=O)(=O)c1ccc(S(=O)(=O)Nc2cccc3c(Cl)c[nH]c23)cc1
  NTMT1 inh: 1%

> OC[C@H]1O[C@@H](S[C@@H]2O[C@H](CO)[C@H](O)[C@H](n3cc(-c4cccc(F)c4)nn3)[C@H]2O)[C@H](O)[C@@H](n2cc(-c3cccc(F)c3)nn2)[C@H]1O
  NTMT1 inh: 12%

> CCCn1c(-c2ccc(F)cc2)nc2c(N3CCN(Cc4nc(OC)cc(OC)n4)CC3)nc(C)nc21
  NTMT1 inh: -6%

> Oc1c(CN2CCCCC2)cc(COCc2ccccc2)c2cccnc12
  NTMT1 inh: -8%

> CCCn1c(C)nc2c(NCCCN(CCO)CCO)nc(C)nc21
  NTMT1 inh: 1%

> CC1(C)CC2CC(C)(CN2S(=O)(=O)c2ccc(C(=O)Nc3ccc(Cl)cc3)cc2)C1 (stereo unspecified)
  NTMT1 inh: 18%

> Cc1cc2c(s1)c1cnn(Cc3cccc(F)c3)c(=O)c1n2C
  NTMT1 inh: ?

> CC(C)(C)OC(=O)NCc1nnc(-c2cc3ccccc3[nH]2)o1
  NTMT1 inh: 6%[57.5 µM]

(more compounds)
molecule,NTMT1 inh
C[C@@H](C(=O)Nc1ccc(Cl)cc1)C1CCC(c2ccnc3ccc(F)cc23)CC1 (stereo partly specified),9%
CCCCNc1nc(C)nc2c1nc(-c1ccccc1)n2CCN1CCCC1,-16%
COc1ccc(C2c3c(N)nc(CCc4ccccc4)nc3Oc3ccc4ccccc4c32)cc1OC (stereo unspecified),6%
COc1cc(F)cc(F)c1[S+](=O)([O-])N1CCN([S+](=O)([O-])c2ccc3c(c2)OCCO3)CC1,-4%
O=C1CCCC2=C1C(c1cccc(Oc3ccccc3)c1)N=C(Nc1nc3ccccc3o1)N2 (stereo unspecified),13%
Cc1cccc(-n2cnc3cc(C(=O)N4CCC(Br)CC4)ccc32)c1,2%[57.5 µM]
Cc1cnc(-c2ccccc2C(C)C)nc1NCC1CCN(C2COC2)CC1,3%[57.5 µM]
O=C(O)C1C2C(=O)N(c3ccccc3)C[C@@]23C=C[C@@H]1O3 (stereo partly specified),-1%
Cc1cc(-n2c(=O)ccc3cnc4[nH]ccc4c32)ccc1F,-6%
Cc1cc(-c2nnc3n2CCCCC3)c(C)n1-c1ccc(C(C)(C)C)cc1,30%
Cc1ccc(CNc2ccc(N3CCN(C)CC3=O)cc2)cc1,11%
O=C(OCC#CCSc1nnc(-c2cccc3ccccc23)o1)c1sc2ccccc2c1Cl,18%
O=C1CCCC2=C1C1(CCCC1)N=C(Nc1nc3ccccc3n1Cc1ccccc1)N2,15%
CC(=O)Nc1sc2c(c1-c1ccc(-c3nn[nH]n3)cc1)CCNC2,-9%
Fc1cc(F)cc(Nc2nc(Cl)nc(NC3CCCC3)n2)c1,?
O=C(Cc1cccc(OC(F)(F)F)c1)Nc1ccc(CCCCc2nnc(NC(=O)Cc3ccccn3)s2)nn1,12%
COc1ccc(C2Nc3ccccc3C(=O)N2CCO)cc1COc1c(C)cc(NC(C)=O)cc1C (stereo unspecified),4%
Cc1ccc(-c2nc(NCC(=O)Nc3cccc(C(=O)O)c3)c3ccccc3n2)cc1,?
COc1cc(F)c(S(=O)(=O)N2CCCN(S(=O)(=O)c3ccc(N)cc3)CC2)c(F)c1,-9%[57.5 µM]
CCOc1ccc(NC(=O)NCC2CCCN2c2ccc(OC)cc2)cc1 (stereo unspecified),?
O=C(Nc1ccc(-c2nc3ccccc3[nH]2)cc1)c1ccc2cc[nH]c2c1,-16%
Cn1c(NC2=NC3(CCCC3)C3=C(CCCC3=O)N2)nc2ccccc21,29%
O=S1(=O)N=C(Oc2ccc(Br)cc2)c2ccccc21,?
CCOC(=O)N[C@@H]1CC[C@@H]2[C@@H](C1)C[C@H]1C(=O)O[C@H](C)[C@H]1[C@H]2/C=C/c1ccc(-c2cccc(F)c2)cn1,26%
CCCCCNc1oc(-c2cccc3ccccc23)nc1C#N,10%
CC(C)(C)OC(=O)N[C@@H](Cc1ccc(O[S+](=O)([O-])c2cccc3cnccc23)cc1)C(=O)N1CCN(Cc2ccccc2)CC1,-6%
O=C(O)c1ccc(-n2cccc2/C=C2\SC(=O)N(Cc3ccccc3Cl)C2=O)cc1,50µM*
Cc1ccc(NS(=O)(=O)c2ccc(F)cc2)cc1C,3%
CC(C)(C)NS(=O)(=O)c1cccc(Nc2nn3c(=O)c4ccccc4nc3s2)c1,-9%[57.5 µM]
Cc1ccc2nc(NC3=NC(c4[nH]ncc4Cl)C4=C(CCCC4=O)N3)oc2c1 (stereo unspecified),12%

3 entries out of the list, ordered by number of heavy atoms, smallest number first.
molecule,NTMT1 inh
Fc1cc(F)cc(Nc2nc(Cl)nc(NC3CCCC3)n2)c1,?
Cc1cc(-c2nnc3n2CCCCC3)c(C)n1-c1ccc(C(C)(C)C)cc1,30%
O=C(OCC#CCSc1nnc(-c2cccc3ccccc23)o1)c1sc2ccccc2c1Cl,18%

The list goes on:
molecule,NTMT1 inh
O=C(CSc1nnc(-c2cccc([S+](=O)([O-])N3CCCC3)c2)n1-c1ccccc1)Nc1ccc(Br)cc1,1%
COc1cccc(CCN2C(=O)c3ccccc3NC2c2ccc(OC)c(COc3c(C)cc(NC(C)=O)cc3C)c2)c1 (stereo unspecified),16%
O=c1c2ccccc2nc2sc(NS(=O)(=O)c3ccc4c(c3)CCC4)nn12,-21%
O=C(NCc1ccccc1)[C@H](Cc1ccccc1)NC(=O)[C@H]1O[C@@H]1C(=O)NCCc1ccc(O)cc1,7%
Cc1ccc(C[C@H](C(=O)O)N2C(=O)c3ccc(C(=O)O)cc3C2=O)c(C)c1,10%
O=S(=O)(Nc1cccc2ccccc12)c1ccc(NCc2ccc(Br)cc2O)cc1,-10%
CC(C)Oc1cccc(-c2cnc(N3CCC(C(N)=O)CC3)s2)c1,1%[57.5 µM]
COc1ccc(C2=Nn3c(nnc3-c3ccccc3C)SC2)cc1,-14%
Cc1ccc(S(=O)(=O)NC(N)=NCCC[C@@H](NC(=O)CNC(=O)c2ccccc2)C(=O)Nc2cc(C(F)(F)F)ccc2Cl)cc1,3%
Cc1cc2c(s1)c1cnn(Cc3cc(C(F)(F)F)ccc3F)c(=O)c1n2C,5%[57.5 µM]
NCC(=O)Nc1cncc(-c2nn3c(=O)cc(N4CCNCC4)nc3s2)c1,-12%
Cc1cccc(CNc2ccnc(-c3ccc(F)cc3F)n2)c1,3%
CCCCN(C)C(=O)Cn1nc(-c2ccc(F)cc2)ccc1=O,10%[57.5 µM]

The list is partial; count on the stated rates, not on these rows.
